IEC-6 cytotox: counter-screen for KLF5 inhibitors: cytotoxicity in IEC-6 cells | IEC-6 cytotoxicity, luminescence viability | inhibition, % at 5 µM | hit rate 0.78% among 290,000; in the data active = inhibition above about 22%;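 note: 0% = plate median of test compound wells and 100% = cytotoxic reference compound wells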
HSF-1 act: increases HSF-1 driven luciferase reporter signal; activation, % at 9 µM; NIH3T3-HGL HSF-1 luciferase reporter, MG132, 8 h; 100% = twice DMSO control signal; AID 504408; hit rate 1.7% among 300,000;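 active = mean replicate activation of at least 50% with a set share of replicates each reaching 50%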;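 note: 0% = median of the neutral control wells and 100% = twice that signal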
HSF1 inhib: HSF1 inhibition; activity change, negative = inhibition, % at 7.5 µM (by protocol); NIH3T3-HGL HSE-luciferase, MG132-induced, luminescence 8 h; stronger effect = lower value; hit rate 0.77% among 300,000;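 active = more than half of replicate wells show activity change below -50%, luminescence cut by over half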;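 note: luciferase reports HSF-1 transcriptional activity via heat shock element; 0% = median of DMSO wells and -100% = zero luminescence signal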
aSyn UTR inh: 5' untranslated region of α-synuclein, MLPCN primary screen; alpha-synuclein 5'UTR reporter, inhibitor activity; inhibition, % (tested at 7.5 µM); hit rate 0.82% among 300,000; AID 1813; in the data active = inhibition above about 60%;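 note: H4 neuroglioblastoma cells stably carrying SNCA 5'UTR luciferase fusion; 0% = DMSO wells and 100% = positive control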
HSP90 refold inh: blocks HSP90-mediated luciferase refolding in reticulocyte lysate. Rabbit reticulocyte lysate, luciferase refolding luminescence, 3 h. AID 1789. inhibition, % at 5.6 µM. hit rate 0.91% among 290,000;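 active = inhibition above the screen-wide mean plus 3 SD, computed separately per campaign, cut at about 16% in these data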;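 note: 0% = DMSO wells and 100% = 60 µM geldanamycin wells; inhibitors lower the luminescence because luciferase stays unfolded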
AI-2 QS modul: Vibrio harveyi AI-2 quorum sensing modulation | Vibrio harveyi JMH597 AI-2 luminescence/OD600 ratio, 9 h; stronger effect = lower value; strain lacks LuxN and CqsS sensors; 0 = neutral-control median | activity change, % at 7.5 µM | hit rate 0.4% among 300,000 | AID 2094; in the data active = activity change below about -75%, passing the limit was not always enough;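 note: luminescence divided by OD600 gain over 9 h not by final OD600 alone; inactives centre near 13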
Platelet DG rel: platelet dense granule release activity | human platelet-rich plasma, SFLLRN dense granule ATP release, luminescence | inhibition, %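 (compounds screened at 7.5 µM in platelet-rich plasma)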 | hit rate 0.22% among 300,000 | AID 1663;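 active = mean replicate score, as percent of positive control, at or above 50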
KLF5 inh: suppresses KLF5 promoter-driven expression; DLD-1 KLF5 promoter-luciferase reporter, luminescence; inhibition, % at 5 µM; hit rate 0.23% among 290,000; AID 1700;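 active = inhibition above a per-plate limit of that plate's mean compound inhibition plus 3 SD, cut at about 60% in these data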;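 note: 0% = DMSO wells and 100% = LY294002 at 200 µM; higher means less KLF5 promoter-driven luciferase light; inactives centre near -14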
HDAC3 inh: human HDAC3 inhibition | recombinant HDAC3, fluorogenic peptide/trypsin coupled, fluorescence | inhibition, % at 8.3 µM | hit rate 0.15% among 320,000 | O15379 | AID 2718; in the data active = inhibition above about 26%, passing the limit was not always enough
Target sequence (O15379 whole entry, looked up): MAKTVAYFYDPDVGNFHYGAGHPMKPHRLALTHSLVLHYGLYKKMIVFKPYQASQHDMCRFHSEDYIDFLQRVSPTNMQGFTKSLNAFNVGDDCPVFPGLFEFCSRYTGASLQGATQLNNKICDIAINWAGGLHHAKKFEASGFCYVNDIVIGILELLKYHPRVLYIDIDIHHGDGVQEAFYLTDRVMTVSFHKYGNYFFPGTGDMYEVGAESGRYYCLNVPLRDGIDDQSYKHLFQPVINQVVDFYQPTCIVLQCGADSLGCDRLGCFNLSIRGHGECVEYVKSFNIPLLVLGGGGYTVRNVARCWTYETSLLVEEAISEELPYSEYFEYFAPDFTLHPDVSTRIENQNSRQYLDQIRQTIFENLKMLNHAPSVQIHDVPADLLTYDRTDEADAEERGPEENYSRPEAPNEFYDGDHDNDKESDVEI
HIF act: HIF pathway transcriptional activation; U2OS HRE-luciferase reporter, luminescence; normalized: DMSO 0%, desferrioxamine 100%; activation, % at 7.5 µM (by protocol); hit rate 0.32% among 300,000;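 active = mean activation of at least 10% of the iron chelator positive control signal, with at least half of replicates also reaching 10%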
* marks the source's active call; other numbers are inactive results; . = no result given. Some of the compounds tested; the hit share may differ from the screen's.

SMILES	IEC-6 cytotox	HSF-1 act	HSF1 inhib	aSyn UTR inh	HSP90 refold inh	AI-2 QS modul	Platelet DG rel	KLF5 inh	HDAC3 inh	HIF act
CC(C)(C)N1C(=O)NC(=O)/C(=C\c2ccc3c(c2)CCN3CCCCl)C1=O	-6	18	3	6	5	.	0	-1	-3	-0.3
Cc1ccccc1NC1(C#N)CCCCC1	-4	-10	-3	23	5	6	-1	-15	-3	-0.3
O=c1c2ccccc2nc(-c2ccccc2)n1-c1cccnc1	2	-4	-3	18	0	11	-3	0	-1	-0.6
COc1ccc(CCn2c(O)c(C=NCc3ccc4c(c3)OCO4)c(=O)[nH]c2=O)cc1OC	-7	-2	-1	22	-2	15	1	-19	0	-0.2
Cc1nc2ccccc2c(=O)n1-c1ccccc1[N+](=O)[O-]	13	-4	4	3	-2	5	-1	-11	2	-0.5
C=CCn1c(O)c(C(C)=Nc2ccc(NC(C)=O)cc2)c(=O)[nH]c1=O	2	8	4	12	-1	27	5	-13	4	-0.1
CCN(CC)C(=O)c1ccc(NC(=O)c2cn(-c3ccccc3)nc2-c2ccc(OC)cc2)cc1	8	21	2	-49	-2	38	1	12	19	-1.9
CC1CCCN(CC(=O)N2CCCc3ccccc32)C1 (stereo not given)	3	1	-7	6	5	7	3	-19	1	-0.1
CCOc1cccc(N2C(=O)/C(=C/c3ccco3)C(=O)NC2=S)c1	5	-1	-3	-9	32*	15	-2	-8	1	-1.2
S=P(Nn1cnnc1)(c1ccc(Br)cc1)c1ccc(Br)cc1	-3	42	9	2	-1	2	0	-25	15	0.4
Cc1cc(/C=C2\C(=O)NC(=O)N(c3ccccc3F)C2=O)c(C)n1-c1cc(C(=O)O)cc(C(=O)O)c1	-30	-1	-5	-6	-1	17	1	-41	5	-5.5
Nc1c(C(=O)NCc2ccco2)c2nc3ccccc3nc2n1CCN1CCOCC1	0	44	14	-46	-3	5	6	-33	-35	1.1
Cc1nonc1OCCNCCNc1ccc([N+](=O)[O-])c2cccnc12	2	-27	-19	-16	3	32	-11	-31	10	0.0
Cn1cc(C=C(C#N)C#N)c2ccccc21	5	3	-6	1	1	13	-3	-61	1	-0.6
CCOC(=O)c1ccccc1NC(=O)c1c(O)[nH]c(=O)[nH]c1=O	.	-9	-2	-16	.	-3	-3	.	-3	1.2
O=C1CC(=O)N(c2cccc(Br)c2)C(=O)N1	-13	-5	-6	4	-4	19	-1	-11	2	-1.8
CCOc1cc(/C=C2/C(=O)NC(=O)N(c3ccc(CC)cc3)C2=O)ccc1OC(=O)c1cccs1	1	10	-2	9	2	22	9	8	4	0.1
CC(=O)Nc1ccc(C(c2c(O)c3ccccc3oc2=O)c2c(C)n(C)n(-c3ccccc3)c2=O)cc1 (stereo not given)	-2	-23	-4	-6	-2	-3	-9	-19	-4	-0.3
CN(CC1COc2ccccc2O1)c1nc(-c2cccnc2)nc2ccccc12 (stereo not given)	-6	7	-7	14	1	-2	-3	-20	0	-2.7
COCCCn1c(N)c(C(=O)Nc2ccccc2)c2nc3ccccc3nc21	-3	13	14	23	1	9	-31	-10	7	-0.5
CCOP(=O)(OCC)c1cc(CC)ccc1O	0	15	3	-18	-2	18	0	-18	-10	-0.1
CCN(CC)CCNCc1nc2ccccc2c(=O)n1-c1ccc(F)cc1	1	-2	1	10	5	5	17	-5	-3	60*
O=C(N/N=C/C1C(=O)NC(=S)N(c2ccccc2)C1=O)c1cc(Br)c(O)c(Br)c1 (stereo not given)	-6	8	-2	-7	1	27	3	14	7	-0.3
CCOC(=O)C1(c2ccccc2)CCN(CC(=O)Nc2cccc3ccccc23)CC1	-4	-1	-1	-4	2	-7	-16	-6	1	0.7
Cn1c(O)c(C(=O)c2ccccc2)c(=O)n(C)c1=O	-5	-1	-9	-5	-1	9	-20	3	-1	0.1

Sorted by count of non-hydrogen atoms (descending): some entries from above
SMILES	IEC-6 cytotox	HSF-1 act	HSF1 inhib	aSyn UTR inh	HSP90 refold inh	AI-2 QS modul	Platelet DG rel	KLF5 inh	HDAC3 inh	HIF act
Cc1cc(/C=C2\C(=O)NC(=O)N(c3ccccc3F)C2=O)c(C)n1-c1cc(C(=O)O)cc(C(=O)O)c1	-30	-1	-5	-6	-1	17	1	-41	5	-5.5
CCN(CC)CCNCc1nc2ccccc2c(=O)n1-c1ccc(F)cc1	1	-2	1	10	5	5	17	-5	-3	60*
CCOC(=O)c1ccccc1NC(=O)c1c(O)[nH]c(=O)[nH]c1=O	.	-9	-2	-16	.	-3	-3	.	-3	1.2

The results go on.
SMILES	IEC-6 cytotox	HSF-1 act	HSF1 inhib	aSyn UTR inh	HSP90 refold inh	AI-2 QS modul	Platelet DG rel	KLF5 inh	HDAC3 inh	HIF act
CC1CCN2c3nc4ccccn4c(=O)c3CC3(C(=O)N(C)C(=O)N(C)C3=O)C2C1 (stereo not given)	0	1	-13	13	2	12	-3	-40	-5	0.1
O=C(c1cc([N+](=O)[O-])ccc1N1CCNCC1)N1CCOCC1	0	15	1	-20	0	26	6	-14	0	-0.3
Cc1ccc(S(=O)(=O)Nc2cc(C(=O)N3CCC4(CC3)OCCO4)ccc2N2CCCCC2)cc1	3	-3	-5	2	1	23	1	-15	-6	-0.4
Cc1cc(N(CCCl)CCCl)ccc1/C=N/NC(=O)c1ccco1	-4	-1	6	27	-1	29	-5	-80	1	4.5
CC1CN(C(=O)CCC(=O)N2CCC3(CC2)OCCO3)c2cc(Cl)ccc2O1 (stereo not given)	-2	3	2	-8	-1	32	7	-29	0	-0.2
O=C(c1ccc(N2CC3CC(C2)c2cccc(=O)n2C3)c([N+](=O)[O-])c1)N1CCCC1 (stereo not given)	1	-2	6	14	2	10	0	12	-1	-0.1
Cc1ccc(-c2cc(-c3ccccc3)cc(-c3ccccc3)[n+]2-c2ccccc2)cc1	.	-25	-18	85*	.	19	0	.	-1	-0.9
CCOP(=O)(OCC)C(NC(=O)C(Cl)Cl)C(Cl)(Cl)Cl (stereo not given)	2	7	0	-17	1	26	2	-24	-6	-0.7
O=c1c2ccccc2nc(-c2ccco2)n1-c1ccc(Br)cn1	-3	-5	-8	10	-1	10	-4	-28	2	0.0
CN(C)P(=O)(C(Cl)=C(N1CCCCC1)N1CCCCC1)N(C)C	-1	-15	-8	26	-1	20	-4	-13	-6	0.0
COc1cc2[nH]c(=S)n(-c3ccccc3)c(=O)c2cc1OC	12	-11	5	4	2	6	-2	-5	0	-0.2
C/C(=N\NC(=O)c1ccccc1)c1c(O)n(C2CCCCC2)c(=O)[nH]c1=O	6	10	4	-30	-2	15	9	-67	-6	0.7
CCCNc1oc(-c2cccc3ccccc23)nc1C#N	4	37	12	-61	3	.	0	-7	-11	1.2
CCCCCn1c(=O)c(C(=O)NCc2ccco2)c(O)c2ccccc21	-2	3	0	7	0	28	0	4	5	0.2
O=C(CN1C(=O)CCSc2ccccc21)N1CCC2(CC1)OCCO2	3	9	-10	11	8	14	8	-15	-9	-0.1
Cc1cc(OCC(=O)N2CCC(C(=O)O)(c3ccccc3)CC2)c2c(C)c(C)c(=O)oc2c1	2	0	1	-20	-3	13	-1	4	-38	0.2
O=c1c2ccccc2[nH]c(=S)n1-c1cccnc1	-1	2	2	14	3	9	-5	-2	1	-0.4
CC1CN=C(Nc2ccc(F)c(Cl)c2)S1 (stereo not given)	1	-4	-2	-29	1	-11	-14	-26	2	0.4
O=C(Cn1c2c(c(-c3ccccc3Cl)cc1=O)CCC2)N1CCC2(CC1)OCCO2	-5	18	3	9	-3	1	10	9	-4	0.2
O=c1[nH]c(=O)n(Cc2ccc(F)cc2)c(O)c1C=NCc1cccnc1	0	-4	-7	7	-3	35	0	-7	-2	-0.2
CCN1CCc2ccccc2C1	2	-7	-3	12	3	0	0	-20	0	0.2
O=c1[nH]c(O)c(C=Nc2ccc(Cl)c(C(F)(F)F)c2)c(=O)[nH]1	4	-21	-11	1	-2	0	7	-2	1	-0.7
COc1ccc(OC)c(NC(=O)N2C[C@H]3C[C@@H](C2)c2cccc(=O)n2C3)c1	-1	-6	-6	16	-2	0	2	-21	-3	0.0
O=c1c(C=NCc2cccs2)c(O)n(C2CCCCC2)c(=O)n1C1CCCCC1	1	-10	-11	25	1	20	-6	-5	-1	-1.0
Clc1cccc(CNCCc2c[nH]c3ccccc23)c1	0	-9	-8	-33	-1	10	-7	-54	-2	1.2

Other compounds.
SMILES	IEC-6 cytotox	HSF-1 act	HSF1 inhib	aSyn UTR inh	HSP90 refold inh	AI-2 QS modul	Platelet DG rel	KLF5 inh	HDAC3 inh	HIF act
Fc1cccc(CN2CCN(c3ccc(Cl)cc3)CC2)c1	-4	5	2	-8	-3	-1	4	-39	4	-0.3
Nc1ccc2c(c1)Cc1ccccc1-2	-2	-10	1	-175	0	21	-6	-55	-7	0.3
CN1C(=O)C(=Cc2ccc(OCCN(C)c3ccccn3)cc2)C(=O)N(C)C1=O	-4	-5	0	-82	0	-6	-4	8	2	-1.0
O=c1[nH]c(=S)n(C2CC2)c(O)c1/C=N/N1CCOCC1	-6	9	6	7	0	39	-7	-19	4	-0.2
Cc1ccccc1N1C(=O)NC(=O)/C(=C\c2ccc3c(c2)CCCN3Cc2ccccc2)C1=O	-2	14	14	-29	-3	29	-1	-17	-1	-0.1
CC(c1ccccc1)n1cncc1C(=O)O (stereo not given)	0	5	0	-8	0	3	4	-24	-11	0.3
COC(=O)C1=C(c2cc3ccccc3o2)C[C@@H]2CC[C@H]1N2C(=O)N1CCCCC1	.	-20	-20	66*	.	4	2	.	4	0.2
COc1ccccc1-n1c(-c2ccccc2)nc2ccccc2c1=O	-1	6	-3	-6	-2	3	-9	-45	.	-5.5
C=CCN1C(=O)/C(=C/c2cccs2)C(=O)NC1=S	-2	24	-6	7	0	27	4	-6	0	0.1
c1ccc(-c2nnc(C3CC(c4cccnc4)=NO3)o2)cc1 (stereo not given)	.	-15	-3	-9	.	5	4	.	-2	0.9
COc1ccc(CNCCc2c(C)[nH]c3ccc(OC(F)(F)F)cc23)c(OC)c1	38*	3	-6	90*	3	8	-1	-12	5	0.7
O=C(Nc1ccccc1)OC1CN=C(N[N+](=O)[O-])NC1 (stereo not given)	0	-6	-15	9	-1	14	-5	-11	3	-0.3
O=c1c(C=Nc2cccnc2Cl)c(O)n(CCCCl)c(=O)n1C1CCCCC1	-2	6	-2	-2	-2	21	6	6	-3	0.1
Cc1ccc(-n2c(O)c(C=NCCCn3ccnc3)c(=O)[nH]c2=O)cc1	0	44	12	-6	2	13	23	-21	-6	-0.9
COc1ccc(C(=O)N2C[C@H]3C[C@@H](C2)c2cccc(=O)n2C3)cc1OC	3	11	8	9	2	13	4	-9	1	-0.4
CCOc1ccc2nc(N=Nc3c(O)[nH]c(=S)[nH]c3=O)sc2c1	0	-5	-12	19	1	19	-3	-9	7	-0.4
O=C(c1ccccc1)C1CCCN(Cc2nc(-c3cnccn3)no2)C1 (stereo not given)	2	-8	-2	8	0	15	3	-3	0	-0.6
C#CCOCOCC#CCN(CC)CC	2	7	-1	6	1	19	0	-5	-1	-0.3
CC(C)NS(=O)(=O)c1ccc(OCC(=O)N2CCN(Cc3ccccc3)CC2)c(Cl)c1	-1	11	-4	-13	2	28	-1	10	-1	-0.3
CC(C)N1CC=C(c2c[nH]c3ccccc23)CC1	-4	0	0	0	-1	8	-15	-3	1	0.1
CCC(=NCCc1ccccc1)c1c(O)[nH]c(=O)[nH]c1=O	0	3	-6	30	-1	-8	73*	5	-1	-0.7
NC(Cc1ccccc1)Cc1ccccc1	8	-3	2	-4	-4	13	-1	-25	1	0.6

Screening data (PubChem)
